PfHsp40 yeast: restores yeast growth despite PfHsp40 toxicity. hit rate 0.68% among 340,000. S. cerevisiae expressing PfHsp40, growth rescue, ATP luminescence. growth rescue, % at 12.5 µM. AID 504582; in the data active = growth rescue above about 28%, passing the limit was not always enough;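 note: yeast W303a lacking pdr1 and pdr3 grown in galactose medium; growth measured after three days at 30 °C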
GDH-TPI inh: inhibits GDH-TPI coupling enzymes, artifact for Mtb FBA screen; GDH-TPI coupled enzyme counterscreen, NADH absorbance; inhibition, % at 4.8 µM; hit rate 1.2% among 360,000; AID 588335; in the data active = inhibition above about 30%;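 note: 0% = DMSO wells and 100% = wells lacking the enzyme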
UGM FP inh: Mtb UDP-galactopyranose mutase inhibition. hit rate 0.06% among 320,000. purified UGM, fluorescence polarization probe displacement. inhibition, % at 10 µM. AID 504406; in the data active = inhibition above about 10%, passing the limit was not always enough
Target sequence (P9WIQ1 whole entry, looked up): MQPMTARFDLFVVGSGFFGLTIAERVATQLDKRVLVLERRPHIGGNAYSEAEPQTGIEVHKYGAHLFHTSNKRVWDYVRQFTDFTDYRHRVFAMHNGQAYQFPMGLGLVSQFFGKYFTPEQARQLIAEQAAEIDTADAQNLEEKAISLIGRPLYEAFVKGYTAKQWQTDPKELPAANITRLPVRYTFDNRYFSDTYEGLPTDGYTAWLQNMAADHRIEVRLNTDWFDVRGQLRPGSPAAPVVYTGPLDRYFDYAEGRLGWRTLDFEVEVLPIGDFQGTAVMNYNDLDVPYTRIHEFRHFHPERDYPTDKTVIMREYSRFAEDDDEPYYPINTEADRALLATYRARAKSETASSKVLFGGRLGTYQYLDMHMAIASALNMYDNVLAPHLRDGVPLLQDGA
Vc quorum ag: inducers of Vibrio cholerae quorum light production without autoinducers; activation, % at 18.7 µM; V. cholerae BH1578 lux reporter, luminescence, 6 h; hit rate 0.16% among 350,000; in the data active = activation mostly above about 9.7%, no sharp cut-off; note: not every result past the cut was called active; inactives centre near 0; reference of the scale not given here
Mtb BioA inh: blocks M. tuberculosis BioA enzyme activity; purified M. tuberculosis BioA enzyme, plate reader; inhibition, % at 9.99 µM; hit rate 0.096% among 360,000; in the data active = inhibition above about 40%
TcdB GH inh: blocks C. difficile toxin B glycohydrolase activity; TcdB glycohydrolase enzymatic assay, plate reader; inhibition, % at 9.99 µM; hit rate 0.24% among 350,000; P18177; in the data active = inhibition above about 10%
FadD28 FP inh: blocks FadD28 binding to the bisubstrate probe. fluorescence polarization. inhibition, % at 12.5 µM. hit rate 0.22% among 360,000. AID 588549; in the data active = inhibition above about 8.5%, passing the limit was not always enough
Y pestis TopoI: Y. pestis Topo-I inhibition via cleavage products; Y. pestis Topo-I cleavage product accumulation, plate reader; activity, % at 10 µM; hit rate 0.064% among 360,000; AID 504884; in the data active = activity above about 50%, passing the limit was not always enough; note: inactives centre near 2
FBA Mtb inh: inhibitors of M. tuberculosis fructose-bisphosphate aldolase; P9WQA3; purified M. tuberculosis FBA, fluorescence read-out; inhibition, % at 1 µM; hit rate 2.3% among 360,000; AID 588726; in the data active = inhibition above about 27%;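 note: 0% = vehicle and 100% = reference inhibitor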
Target sequence (P9WQA3 whole entry, looked up): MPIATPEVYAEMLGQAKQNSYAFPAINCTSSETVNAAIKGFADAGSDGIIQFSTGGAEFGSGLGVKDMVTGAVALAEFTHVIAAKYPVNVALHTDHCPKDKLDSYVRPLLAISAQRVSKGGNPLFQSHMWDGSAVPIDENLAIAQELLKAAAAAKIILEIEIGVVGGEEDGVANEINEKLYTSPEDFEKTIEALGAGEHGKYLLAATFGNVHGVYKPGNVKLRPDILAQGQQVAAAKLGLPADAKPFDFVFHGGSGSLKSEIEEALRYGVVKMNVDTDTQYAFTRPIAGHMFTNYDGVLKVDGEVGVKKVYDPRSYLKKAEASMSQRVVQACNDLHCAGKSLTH
* hit, by the source's call; i = inactive; . = not tested or not shown; + = active, no number; & = joins results of further samples.

Start of the listing, in advance:
SMILES	PfHsp40 yeast	GDH-TPI inh	UGM FP inh	Vc quorum ag	Mtb BioA inh	TcdB GH inh	FadD28 FP inh	Y pestis TopoI	FBA Mtb inh
CCOC(=O)c1c(S(=O)(=O)N2CCN(c3ccc(C(C)=O)cc3)CC2)c(C)n(C)c1C	-0.8	27	-3.1	-2.9	4.3	0.5	-3.2	16	0
Cc1ccc(/C=N/n2c(COc3ccccc3)n[nH]c2=S)s1	3.3	8	-3.8	i	0.0	0.9	-1.7	1	1
CCCc1c(C(=O)N/N=C(\C)c2cccnc2)nnn1-c1nonc1N	.	7	.	i	0.4	0.8	-2.6	-3	2
CCCn1nc(C(=O)NC2CCCCCC2)c2ccccc2c1=O	-1.3	1	0.6	1.9	-2.5	0.5	0.9	-4	7
CCN(CCCNC(=O)c1cn(CC)c2ccc(S(=O)(=O)N(C)C)cc2c1=O)c1cccc(C)c1	0.7	11	3.1	0.3	-2.7	.	-0.1	2	-1
COc1ccc(N(CC(=O)NCc2ccc(C)cc2)S(=O)(=O)c2c(C)noc2C)cc1	-2.0	1	1.7	-3.4	-1.9	-0.3	0.3	22	2

The listing, repeating the preview:
SMILES	PfHsp40 yeast	GDH-TPI inh	UGM FP inh	Vc quorum ag	Mtb BioA inh	TcdB GH inh	FadD28 FP inh	Y pestis TopoI	FBA Mtb inh
CCOC(=O)c1c(S(=O)(=O)N2CCN(c3ccc(C(C)=O)cc3)CC2)c(C)n(C)c1C	-0.8	27	-3.1	-2.9	4.3	0.5	-3.2	16	0
Cc1ccc(/C=N/n2c(COc3ccccc3)n[nH]c2=S)s1	3.3	8	-3.8	i	0.0	0.9	-1.7	1	1
CCCc1c(C(=O)N/N=C(\C)c2cccnc2)nnn1-c1nonc1N	.	7	.	i	0.4	0.8	-2.6	-3	2
CCCn1nc(C(=O)NC2CCCCCC2)c2ccccc2c1=O	-1.3	1	0.6	1.9	-2.5	0.5	0.9	-4	7
CCN(CCCNC(=O)c1cn(CC)c2ccc(S(=O)(=O)N(C)C)cc2c1=O)c1cccc(C)c1	0.7	11	3.1	0.3	-2.7	.	-0.1	2	-1
COc1ccc(N(CC(=O)NCc2ccc(C)cc2)S(=O)(=O)c2c(C)noc2C)cc1	-2.0	1	1.7	-3.4	-1.9	-0.3	0.3	22	2
COc1ccccc1OCCNC(=O)C1CCN(C(C)=O)CC1	-0.4	-4	-1.2	-0.5	-0.4	0.4	-0.3	1	-1
Cc1ccc(-c2nc3ccccc3[nH]2)cc1NC(=O)c1ccco1	10	-15	0.3	i	1.7	.	-9.1	1	1
CCn1nc(C(=O)NNC(=O)c2cc(Cl)ccc2OC)c2ccccc2c1=O	1.3	14	0.5	-2.3	1.3	-0.8	2.0	2	0
O=C(/C=C/c1cccc(F)c1)Nc1cc(S(=O)(=O)N2CCOCC2)ccc1Cl	3.4	3	2.2	-5.0	0.6	0.7	-1.9	9	0
COc1ccc(C(=O)NNC(=O)CSc2nnnn2C)cc1	-1.8	-1	1.2	-0.3	.	0.8	-0.6	8	0
N#CCCn1cc(C(=O)Nc2ccc([N+](=O)[O-])cc2)c(-c2ccc3c(c2)OCCO3)n1	0.1	16	1.6	-0.4	.	1.2	-6.2	-12	-3
O=C1N[C@@H](Cc2ccccc2)C(=O)N2[C@H]1C[C@]1(Br)c3ccccc3N(S(=O)(=O)c3ccc(F)cc3)[C@H]21	-0.6	14	-0.5	i	0.7	1.7	-4.4	2	7
Cc1csc(NC(=O)CSc2nnc(-c3ccccn3)n2-c2ccc(C)c(C)c2)n1	0.2	0	0.3	-0.3	15	.	-1.5	10	2
CC1(C)CN(c2ccc(-c3ccnc4ncnn34)cc2)C1=O	-1.8	22	0.8	i	.	0.3	-3.7	4	+
CCOC(=O)CN1C(=O)/C(=C/c2ccc(Cl)cc2)Oc2ccccc21	-0.2	9	-1.6	i	.	0.4	0.6	3	2
CCNS(=O)(=O)c1ccc(NC(=O)c2c(-c3ccccc3)noc2C)cc1	0.7	1	-1.2	-0.1	.	0.7	-1.6	-5	3
C=CCc1c(C)nc(C)nc1N/N=C/c1ccc([N+](=O)[O-])cc1	-0.5	24	-1.0	i	1.8	.	1.5	-14	-2
CCN(CC)c1ccc(C(=O)OCC(=O)Nc2cccc(S(=O)(=O)NC3=NCCCCC3)c2)cc1	1.6	25	2.0	-0.2	-0.7	.	-0.5	11	2
O=C(CSCc1ccccc1)Nc1ccccc1C(=O)Nc1ccc(C(=O)O)cc1	1.3	-2	-2.9	-0.3	0.7	-0.8	-2.8	2	1
Cc1ccc(OCC(=O)Nc2cccc(-c3nnc(-c4ccccc4)o3)c2)cc1	-0.6	13	-9.3	i	-1.9	.	0.8	-9	4
N#Cc1c(NCCO)ccc([N+](=O)[O-])c1NCCO	-1.4	17	2.1	-1.6	0.3	1.2	-2.8	4	-8
FC(F)(F)c1cc(-c2ccccc2)nc(NCC2CCCO2)n1 (stereo not drawn)	-0.4	3	2.6	-3.8	2.7	.	1.2	14	-1
Cc1c(C)c2c(OCC(=O)NCc3ccccn3)cc3c(c2oc1=O)CCC(C)(C)O3	0.9	24	2.0	-0.7	8.7	0.6	-4.1	14	+
O=C(CSc1nnc2scc(-c3ccccc3)n12)Nc1nsc(-c2ccc(Cl)cc2)n1	0.6	-2	2.3	-0.7	-0.8	.	-1.8	14	-1
SMILES	PfHsp40 yeast	GDH-TPI inh	UGM FP inh	Vc quorum ag	Mtb BioA inh	TcdB GH inh	FadD28 FP inh	Y pestis TopoI	FBA Mtb inh
Cc1cc(C)cc(NC(=O)COC(=O)c2cc(=O)[nH]c(=O)[nH]2)c1	0.0	1	0.1	i	.	-1.5	-0.7	1	-1
Cc1ccc(S(=O)(=O)N(CC(=O)N/N=C/c2ccco2)Cc2ccccc2)cc1	-0.8	5	1.3	-0.7	0.1	.	-5.6	19	0
CC(C)Cn1c(=O)c2c(nc3n2CCS3)n(C)c1=O	1.1	-9	-0.2	-0.4	1.3	1.5	-2.9	-14	-1
Cc1ccccc1OCCCC(=O)Nc1ccc(Br)cc1	1.1	5	1.3	0.0	-0.9	.	-0.9	-8	6
CCCc1c(C)nc(SCC(=O)C(C)(C)C)nc1OC(=O)N(C)C	0.2	1	-2.3	i	-3.2	1.0	-1.0	-7	-1
C=CCNC(=O)c1cc(Cl)cc(Cl)c1	1.6	7	3.6	0.9	.	0.4	-1.3	0	3
CC(Cc1ccccc1)C(=O)N[C@@H](CO)Cc1ccccc1 (stereo partly drawn)	0.0	-6	0.0	-2.2	-0.8	-0.4	-2.0	-6	1
CCN(Cc1ccccc1)c1cc2c(c3c1ccn3C)C1CCC2C1 (stereo not drawn)	.	.	.	.	-2.7	-0.9	-0.6	.	2
Cc1cc(C)c(OCC(=O)Nc2ccc(S(=O)(=O)N3CCOCC3)cc2)c(C)c1	3.1	-7	-0.7	-0.4	-0.6	1.1	-4.3	19	1
O=C(CCN1C(=O)/C(=C/c2ccc(F)cc2)SC1=S)NCCc1cnc[nH]1	1.7	17	-1.6	-0.4	-0.8	4.0	-5.1	1	0
O=C(O)c1cccc(N/C(=N\S(=O)(=O)c2ccccc2)c2ccccc2)c1	0.8	9	1.5	-0.3	.	-1.0	4.6	-1	-2
O=C(O)c1nnn(-c2ccc([N+](=O)[O-])cc2)c1-c1ccccc1	-0.6	2	0.0	i	.	-3.0	-0.3	0	1
CCSC1=N/C(=C\c2ccc(-c3ccccc3[N+](=O)[O-])o2)C(=O)S1	-1.5	3	2.4	0.1	.	.	1.2	-11	-1
CN1CCC(=O)N(CCSc2ccccc2)CC1	-1.3	5	-0.6	-0.5	-0.5	0.9	0.0	9	2
C#Cc1cccc(NC(=O)CSc2nnc(-c3ccc(C(F)(F)F)cn3)o2)c1	2.1	2	1.4	-0.5	.	-1.1	-2.4	-13	-1
COc1ccc2c(c1OC)C(=O)N1C2SC[C@H]1C(=O)NC1CC1 (stereo partly drawn)	0.4	8	-1.3	-0.3	-2.8	1.0	-0.6	0	-1
O=C1CC(c2ccc(O)c(O)c2)Oc2cc(O)cc(O)c21 (stereo not drawn)	-0.5	31*	0.9	-0.5	0.0	-6.4	-4.7	-5	6
C[C@@H]1CN(S(=O)(=O)c2c(F)cccc2F)CCN1S(=O)(=O)c1ccc2c(c1)OCCO2	-0.4	0	1.5	-1.4	-1.8	2.1	-4.9	32	-2
Cc1occc1-c1nnc(SCC(=O)c2ccc3c(c2)OCCO3)n1CC1CCCO1 (stereo not drawn)	2.0	16	-1.2	0.5	-2.0	1.6	-3.0	-1	1
CCOC(=O)C(=O)Nc1nnc(COc2ccccc2)s1	0.3	-7	0.0	-3.3	-1.0	1.2	0.9	1	-4
C=Cc1ccc(Cn2c(C)c(C(=O)NCc3ccc4c(c3)OCO4)sc2=O)cc1	.	-2	.	i	1.5	0.2	-7.4	42	2
COc1ccc(Cn2c(O)c(/C=N/NC(=O)c3ccncc3)c(=O)[nH]c2=O)cc1	-0.2	42*	1.1	-1.6	0.2	-3.1	1.2	-4	2
Cc1nc2c(-c3ccccc3)c[nH]n2c(=O)c1Cc1ccccc1	-1.3	-3	-1.8	24	-0.7	0.8	0.1	-1	12
CCC[C@@H]1CCCO[C@@](C(=O)NCCN2CCOCC2)(C(F)(F)F)C1	-2.0	-6	-0.2	0.1	0.9	1.7	-2.9	-12	1
CCOC(=O)c1cccc(NC(=O)Nc2cc(OC)ccc2OC)c1	0.0	-5	-0.5	-0.2	1.6	.	-4.5	-10	-4
SMILES	PfHsp40 yeast	GDH-TPI inh	UGM FP inh	Vc quorum ag	Mtb BioA inh	TcdB GH inh	FadD28 FP inh	Y pestis TopoI	FBA Mtb inh
COc1ccc(C(=O)Nc2ccccc2C(=O)N/N=C/c2ccc(O)c(OC)c2)cc1	41*	27	-0.3	i	-1.4	.	-8.9	-2	1
COc1cc(OC)c([N+](=O)[O-])cc1/C=N/NC(=O)c1ccncc1	-1.8	9	0.1	i	.	-5.6	-0.5	7	0
COc1ccc(CN2C(=O)c3ccccc3C(/C=N\OCc3ccc(F)cc3)C2=O)cc1 (stereo not drawn)	2.0	4	2.5	-1.1	-1.2	.	-3.1	-14	3
C[C@@H]1CN([C@H](C)CO)C(=O)CCCn2nncc2CO[C@@H]1CN(C)C(=O)c1cc(-c2ccccc2)on1	.	6	.	-0.7	-0.1&0.2&-0.9	0.6&0.3&0.1	-0.9	11	0
COc1ccc(C2=NN(c3nc4ccccc4s3)C(=O)C2)cc1	-0.7	16	.	-0.2	.	-0.1	0.7	-2	-1
Cc1ccc(NC(=O)N2CCC(C(=O)NCC(C)C)CC2)cc1	1.5	-5	-4.2	-0.3	-1.0	.	0.5	0	1
CCSC1(SCC)N=C(N)C2(C#N)C(c3ccccc3)NC(C)=CC12C#N (stereo not drawn)	-0.1	2	0.4	i	-1.2	.	0.3	-6	5
O=C(CN1CCOCC1)NNC(=S)Nc1ccc(Cl)cc1	-0.1	12	1.4	i	0.2	0.0	-2.4	2	1
Clc1ccc(COn2c(-c3ccccc3)nc3ccccc32)cc1	2.9	10	1.2	2.9	-0.7	.	-6.0	59*	0
O=C(NC(c1ccc(F)cc1)c1ccc2ccccc2n1)C1CCN(CCOc2ccc(Cl)cc2)CC1 (stereo not drawn)	.	9	.	-0.7	1.6	0.4	-1.2	16	3
CC(=O)N1CCN(CCN(CC2C(C)C=C(C)CC2C)C(C)=O)CC1 (stereo not drawn)	0.0	0	0.4	-1.0	0.2	.	-2.9	-9	3
COc1ccc(CC(=O)NCc2csc(-c3cccs3)n2)cc1OC	14	20	-2.2	-0.4	.	0.8	1.7	-1	6
Cc1nnsc1-c1c(C(=O)N2CCOCC2)c(C)nn1-c1ccc(Cl)cc1	0.5	0	6.2	i	.	-2.6	-1.0	-8	-1
N#CC1=C(N)Oc2n[nH]c(-c3ccccc3)c2C1c1cccnc1 (stereo not drawn)	0.2	-1	0.6	-2.6	1.6	.	-4.0	-6	-5
COCCNC(=O)C(c1ccc(C)cc1)N(CCOC)C(=O)CCC(=O)Nc1ccccn1 (stereo not drawn)	0.9	-16	-1.4	-0.3	-0.4	0.5	-4.2	-1	-6
COc1ccc(OC)c(/C=C2\SC(=S)N(C(C(=O)O)c3ccccc3)C2=O)c1 (stereo not drawn)	6.4	18	-2.6	i	0.3	-1.2	1.8	6	-9
O=C(Nc1nnc(-c2ccc3c(c2)CCCC3)o1)c1c(F)cccc1F	2.6	11	-3.4	1.6	.	-0.2	0.9	10	-1
Cc1ccc(/C=C/C(=O)NC2CCS(=O)(=O)C2)cc1 (stereo not drawn)	-0.4	-4	3.0	-0.4	.	0.5	-0.8	4	1

Rows were taken by chance, and some 4.6% of all compounds hit somewhere here.
